# Source: PubChem BioAssay
# Yeast life ext – extends the lifespan of yeast | inhibition of the nicotinamide effect, % at 10 µM | 130,000 tested, 0.68% active | S. cerevisiae growth with nicotinamide, OD615; deaD strain in restrictive glucose medium;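 active = inhibition above a set limit, placed 3 SD over the median of all compounds, cut at about 26% in these data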;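 also: 0% = nicotinamide-treated wells and 100% = cells grown without nicotinamide; some compounds called inactive have numbers as strong as hits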
#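 Assay system: DeaD-strain S. cerevisiae. Medium: CSMM-D glucose medium, restrictive. Reagent: nicotinamide, 1.5 mM, co-present with compound. Compound: 10 µM single point, 0.25% DMSO. Schedule: culture preincubation 4 h, compound exposure 48 h, both 30 °C. Detection: absorbance at 615 nm.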
# NPY-Y2 antag – NPY-Y2 (human) receptor antagonism; P49146; NPY-Y2 expressing cells, antagonist mode; inhibition, % at 2.7 µM; 140,000 tested, 0.99% active; in the data active = inhibition above about 17%;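 also: 0% = vehicle with agonist challenge and 100% = reference antagonist with challenge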
# Target sequence (P49146 whole entry, looked up): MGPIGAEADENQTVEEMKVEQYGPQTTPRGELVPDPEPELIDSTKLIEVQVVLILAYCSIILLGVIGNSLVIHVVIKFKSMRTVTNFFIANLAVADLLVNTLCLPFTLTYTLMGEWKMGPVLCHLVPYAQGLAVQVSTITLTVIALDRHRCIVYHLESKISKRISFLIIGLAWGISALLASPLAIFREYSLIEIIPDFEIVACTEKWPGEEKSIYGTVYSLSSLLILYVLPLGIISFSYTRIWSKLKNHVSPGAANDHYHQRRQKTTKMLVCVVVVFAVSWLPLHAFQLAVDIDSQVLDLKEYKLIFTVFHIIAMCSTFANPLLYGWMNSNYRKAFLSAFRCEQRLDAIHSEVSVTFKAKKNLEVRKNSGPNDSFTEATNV
# Measles CPE – protection of cells from measles virus; Measles virus-infected cells, CPE protection, absorbance; protection (pct of control), % at 4 µM; 140,000 tested, 1.5% active; in the data active = protection mostly above about 24%, no sharp cut-off; inactive = mostly below about 26%; also: some compounds called inactive have numbers as strong as hits
# GALR2 antag – antagonists of human galanin receptor 2 (GALR2). AID 828. GALR2-expressing cells, antagonist mode. inhibition, % at 4 µM. 140,000 tested, 0.39% active. O43603; in the data active = inhibition above about 27%;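 also: cells stimulated with galanin 1-16 at roughly its EC80; 0% = agonist challenge control and 100% = basal control without agonist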
# Target sequence (O43603 whole entry, looked up): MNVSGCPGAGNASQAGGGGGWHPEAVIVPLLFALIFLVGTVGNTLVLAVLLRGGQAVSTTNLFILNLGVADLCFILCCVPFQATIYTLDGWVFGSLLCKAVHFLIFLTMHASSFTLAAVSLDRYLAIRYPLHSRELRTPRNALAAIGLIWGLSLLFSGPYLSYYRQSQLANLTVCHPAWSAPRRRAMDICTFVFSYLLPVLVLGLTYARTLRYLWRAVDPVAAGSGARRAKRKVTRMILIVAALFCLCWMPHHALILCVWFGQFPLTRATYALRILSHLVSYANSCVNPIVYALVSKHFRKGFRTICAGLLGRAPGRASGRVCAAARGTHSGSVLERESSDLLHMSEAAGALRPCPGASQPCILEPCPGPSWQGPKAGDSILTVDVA
# Phagocytosis inh – macrophage phagocytosis inhibition; J774A.1 macrophage IgG-bead phagocytosis, imaging; inhibition, % at 5 µM; 110,000 tested, 0.07% active;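 active = inhibition above the mean of the plate negative controls plus 5 SD, cut at about 13% in these data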;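 also: phagocytic index as fraction of beads internalized from green versus red external bead signal; plate controls were DMSO negative control for no effect and cytochalasin-D positive control for full effect; some results beyond the cut were filed as inactive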
# BB579 growth dn – chemicals that inhibit yeast BB579 growth in restrictive medium (lifespan-shortening candidates) | AID 804 | S. cerevisiae BB579 growth, OD615, 48 h | 140,000 tested, 0.51% active | inhibition, % at 10 µM;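 active = inhibition above a set limit, 3 SD over the mean compound inhibition, cut at about 44% in these data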; also: inactives centre near -24
#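 System: Saccharomyces cerevisiae DeaD strain BB579, replicative lifespan model yeast. Buffer or medium: restrictive glucose-based CSMM-D medium. Doses: one dose, 10 µM compound with 0.25% DMSO. Timing: 4 h preincubation and 48 h exposure at 30 °C. Detection: turbidity as optical density at 615 nm. Benchmarks: amphotericin B 10 µg/mL, positive.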
# HCT116 bCat-KO – beta-catenin-lacking colon tumor cell growth suppression; HCT116 beta-catenin knockout viability, CellTiter-Glo, 60 h; active compounds read low; viability, % at 10 µM; 140,000 tested, 1.5% active; AID 818;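 active = viability at or under a set limit, the compound median less 4 SD, cut at about 6% in these data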;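 also: 0% = Hyamine 1622 control at 20 µM and 100% = untreated cell control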
# MRP-1 activ – activates MRP-1; H69AR cells + doxorubicin, viability rescue, CellTiter-Glo; viability increase, % at 10 µM; 140,000 tested, 0.61% active; AID 799;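 active = viability gain under doxorubicin at or above a set limit, the compound median plus 3 SD, cut at about 4.7% in these data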;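 also: MRP-1 overexpressing cells given doxorubicin 25 µM after compound pretreatment; 18-22 h compound pretreatment then 72 h with doxorubicin before readout; 0% = doxorubicin-only wells and 100% = vehicle-treated cells without doxorubicin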
# E-sel TNF inh – TNF alpha driven E-selectin expression inhibition; HUVEC TNFa-induced E-selectin immunofluorescence, high content; inhibition, % at 2 µM; 120,000 tested, 0.71% active; AID 1246;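 active = inhibition above the batch mean plus 3 SD, and confirmed as a hit on visual image review, cut at about 43% in these data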;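 also: 0% = TNF-stimulated DMSO wells and 100% = unstimulated control wells; not every result past the cut was called active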
# PTEN del growth – suppresses growth of cells with PTEN deletion; HCT116 PTEN-null viability, CellTiter-Glo, 60 h; active compounds read low; viability, % at 10 µM; 140,000 tested, 1.2% active; AID 827;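 active = viability at or below a set limit, 4 SD under the median of all tested compounds, cut at about 3.7% in these data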;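 also: PTEN knockout HCT116 line with beta catenin targeted HCT116 as companion control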
# Numbers without * were called inactive; · = not tested or not shown; & = joins results of further samples.
# Results follow in this order: Yeast life ext	NPY-Y2 antag	Measles CPE	GALR2 antag	Phagocytosis inh	BB579 growth dn	HCT116 bCat-KO	MRP-1 activ	E-sel TNF inh	PTEN del growth
NC(=O)C(c1ccc(Cl)cc1)c1ccc(Sc2ccccc2)nn1 (stereo unspecified)
    -7	-1	2	-2	0	-41	72	0.7	8	70
CCOC(=O)c1sc(NC(=O)c2cccc(S(=O)(=O)N3c4ccccc4CC3C)c2)cc1C (stereo unspecified)
    2	-2	4	11	0	-23	58	-3.7	-3	69
COc1ccc(C(=O)N/N=C(\C)c2ccc3c(c2)C2C=CCC2C(c2ccccc2)N3)cc1 (stereo unspecified)
    -2	1	7	-2	0	-60	77	-1.6	-8	66
CCCS(=O)(=O)c1c(S(=O)(=O)CCC)c2ccccn2c1C(=O)OC
    -12	4	5	-15	-2	-29	92	-4.0	7	94
O=C(NCCC1=CCCCC1)C1CCN(S(=O)(=O)c2ccc(Br)s2)CC1
    5	2	7	-3	-4	-54	70	-3.0	-6	71
c1ccc(-n2nnnc2SCc2ccccn2)cc1
    -6	0	4	-7	-1	-67	97	0.8	10	101
O=C(c1ccco1)N(Cc1ccco1)c1ccc(O)cc1
    -5	-1	2	-3	0	-35	98	-3.1	·	103
O=[N+]([O-])c1cc(Cl)ccc1NCCNc1ncc(C(F)(F)F)cc1Cl
    -13	0	5	7	-1	-23	89	-1.0	22	83
CCOc1nc(C)ccc1-c1noc(-c2ccccc2OC)n1
    -7	3	7	2	-1	-51	99	-1.9	-6	96
CC(C)NC(=O)[C@H](CSCc1ccccc1)N1Cc2ccccc2C1=O
    2	-2	11	-1	·	0	95	-1.8	-13	101
CCOC(=O)/C(=N/Nc1ccc(Cl)cc1)S(=O)(=O)c1ccc(Cl)cc1
    0	8	9	2	1	-68	105	0.7	29	112
CCSc1nnc(-c2cccnc2)n1Cc1ccco1
    -4	1	9	7	-2	-12	87	-2.7	-13	84
Cc1cc(/C=C2\SC(=S)N(Cc3ccco3)C2=O)c(C)n1-c1ccccc1
    -1	0	20	-11	-4	-39	75	0.6	·	80
COc1cc(Cl)ccc1S(=O)(=O)n1nc(C)cc1C
    -3	2	9	19	3	-32	68	-0.1	·	80
Nn1c(SCc2cccc3ccccc23)nnc1-c1ccco1
    -5	5	2	-13	-2	-26	81	-1.6	3	89
O=C(NCc1cccnc1)C(=O)NCC(c1ccco1)N1CCN(c2ccccc2)CC1 (stereo unspecified)
    -1	0	10	0	-6	-21	101	-1.7	·	86
Cn1c(CCN2CCCCC2)nc2cc(NC(=O)Nc3ccccc3)ccc21
    -8	1	13	3	-1	-2	83	-4.5	-43	80
O=C(NCc1ccccc1)c1c(O)c2cccc3c2n(c1=O)CCC3
    11	3	23	-5	·	-43	58	2.2	-20	55
Cn1c(CN2CCN(c3ccc(Cl)cc3)CC2)nc2ccccc21
    -13	3	3	-1	1	-34	73	-1.6	·	80
COc1ccccc1N1CCN(CC(=O)Nc2c(C)n[nH]c2C)CC1
    -6	1	5	1	·	-36	100	0.6	-19	100
Cc1nc(-c2ccccc2)cc(N2CCCC2)n1
    -1	4	33*	-5	-3	-36	101	-4.1	4	99
O=C(c1ccc(Br)cc1)c1cc(-c2ccccn2)c(N2CCOCC2)s1
    4	1	13	-4	1	-23	88	-4.0	·	76
COc1ccc(/C=N/Nc2nc(N3CCCC3)nc(N3CCCC3)n2)cc1
    -7	-2	2	7	-3	-15	73	0.2	·	86
CNC(=O)c1nn(-c2ccc(Cl)cc2)ccc1=O
    -10	0	4	0	1	-26	92	-0.8	7	100
CCOC(=O)c1cnc(-n2nc(C)cc2C)nc1N(CC)CC
    -5	3	5	19	0	-70	59	0.3	-35	84
Cn1c(=O)c2c(ncn2CC(COCc2ccccc2Cl)OCc2ccccc2Cl)n(C)c1=O (stereo unspecified)
    -17	6	25	0	-1	-31	70	-3.3	-4	65
COc1ccc(NC(=O)c2ccco2)c(NC(=O)Cc2cccs2)c1
    -10	0	8	1	·	-2	89	-0.7	11	84
CCOc1ccc(/C(O)=C2/C(=O)C(=O)N(CC3CCCO3)C2c2cccs2)cc1 (stereo unspecified)
    -1	2	6	4	-3	-6	80	-1.7	-1	97
CSc1nc2[nH]ncc2c(=O)n1-c1ccccc1
    -2	0	6	6	1	-22	98	-1.0	5	100
CCCCN(CCCC)S(=O)(=O)c1ccc(NS(=O)(=O)c2ccc(NC(C)=O)cc2)cc1
    4	2	11	-8	1	-65	99	-1.0	29	115

# Some of the entries so far, tab-delimited:
Compound	Yeast life ext	NPY-Y2 antag	Measles CPE	GALR2 antag	Phagocytosis inh	BB579 growth dn	HCT116 bCat-KO	MRP-1 activ	E-sel TNF inh	PTEN del growth
CNC(=O)c1nn(-c2ccc(Cl)cc2)ccc1=O	-10	0	4	0	1	-26	92	-0.8	7	100
CCOC(=O)c1cnc(-n2nc(C)cc2C)nc1N(CC)CC	-5	3	5	19	0	-70	59	0.3	-35	84
Cn1c(=O)c2c(ncn2CC(COCc2ccccc2Cl)OCc2ccccc2Cl)n(C)c1=O (stereo unspecified)	-17	6	25	0	-1	-31	70	-3.3	-4	65
COc1ccc(NC(=O)c2ccco2)c(NC(=O)Cc2cccs2)c1	-10	0	8	1	·	-2	89	-0.7	11	84
CCOc1ccc(/C(O)=C2/C(=O)C(=O)N(CC3CCCO3)C2c2cccs2)cc1 (stereo unspecified)	-1	2	6	4	-3	-6	80	-1.7	-1	97

# One compound at a time (already shown). Order of screens: Yeast life ext, NPY-Y2 antag, Measles CPE, GALR2 antag, Phagocytosis inh, BB579 growth dn, HCT116 bCat-KO, MRP-1 activ, E-sel TNF inh, PTEN del growth
# Profile of CNC(=O)c1nn(-c2ccc(Cl)cc2)ccc1=O = -10, 0, 4, 0, 1, -26, 92, -0.8, 7, 100
# Profile of O=C(c1ccco1)N(Cc1ccco1)c1ccc(O)cc1 = -5, -1, 2, -3, 0, -35, 98, -3.1, ·, 103
# Profile of O=C(NCCC1=CCCCC1)C1CCN(S(=O)(=O)c2ccc(Br)s2)CC1 = 5, 2, 7, -3, -4, -54, 70, -3.0, -6, 71
# Profile of CCOC(=O)/C(=N/Nc1ccc(Cl)cc1)S(=O)(=O)c1ccc(Cl)cc1 = 0, 8, 9, 2, 1, -68, 105, 0.7, 29, 112

# The list goes on.
# Results follow in this order: Yeast life ext	NPY-Y2 antag	Measles CPE	GALR2 antag	Phagocytosis inh	BB579 growth dn	HCT116 bCat-KO	MRP-1 activ	E-sel TNF inh	PTEN del growth
COc1cc(/C=N/NC(=O)CNC(=O)c2ccc3c(c2)OCCO3)ccc1O
    -21	1	26	1	·	-38	98	-0.9	-29	100
Cc1ccc(S(=O)(=O)NC(=O)Nc2cc(C)ccc2F)cc1
    -19	0	12	-6	0	-30	88	-2.7	·	91
Cc1ccc(/C=N/n2nnnc2N)o1
    2	3	10	-7	0	-52	109	-0.4	0	106
O=C(Nc1ccccc1-c1nc2ccccc2s1)c1cccnc1Cl
    -8	1	·	-8	-2	-56	72	-1.1	39	80
CN1C(=O)N(c2ccccc2)C(Nc2nncs2)C1(C)C (stereo unspecified)
    -12	-2	3	-7	-1	-14	99	-0.1	·	95
CCCn1nnnc1NC(=O)c1cc(Cl)ccc1Cl
    2	3	8	0	-9	17	106	0.0	5	105
CC1(C(=O)NCc2ccccc2)Oc2ccccc2NC1=O (stereo unspecified)
    -6	6	10	1	-1	-26	95	-0.5	-18	96
COc1ccc(Nc2nnc(SCC(=O)/C=C3/N(C)c4ccccc4C3(C)C)s2)cc1
    1	4	23	13	-6	1	17	-3.7	0	20
Cn1c(CO)cnc1SCc1c(Cl)cccc1Cl
    -6	0	4	-3	-3	-38	88	-1.2	21	92
Cc1ccc(C(CC(=O)O)C2CCOC(C)(C)C2)cc1 (stereo unspecified)
    -3	1	5	14	0	-34	98	-1.2	12	98
CC(C)c1nnc(N2C(=O)c3oc4ccccc4c(=O)c3C2c2ccco2)s1 (stereo unspecified)
    ·	-1	4	-11	·	-16	98	0.2	1	97
NC(=O)C1CCN(C(=O)COc2cccc3ccccc23)CC1
    -10	0	10	3	0	-48	93	-0.8	-6	102
COc1ccc(-n2c(Cn3nnc4ccccc43)nnc2SCC(=O)O)cc1
    -6	-1	5	1	0	-8	92	0.0	-22	97
CCOC(=O)c1[nH]c2ccc(C)cc2c1N
    -8	2	6	13	·	-28	74	4.5	-24	80
CCC(CC)C(=O)NCCc1cc2ccc(C)cc2[nH]c1=O
    -7	2	9	2	0	4	98	-1.1	·	98
O=C(NCCN1CCOCC1)c1cc(Sc2cccc(Cl)c2)nc2ccccc12
    -5	3	8	-7	1	4	81	-4.6	·	86
Cc1ccc(C)c(NC(=O)CSc2nnc(-c3ccccc3)o2)c1
    -9	3	14	7	1	-2	98	0.6	·	99
CCCCS(=O)(=O)c1sc2nc3c(cc2c1N)CCCC3
    -14	2	19	0	-2	-15	77	-2.9	16	74
Cc1c(C(=O)OCC(=O)c2c(N)n(CC(C)C)c(=O)n(C)c2=O)oc2ccccc12
    0	13	6	11	·	-31	45	-4.3	4	55
CCOC(=O)c1cc(C(C)(C)C)oc1CNC(=O)c1c(C)oc2c1CCCC2
    ·	7	7	-9	·	-26	81	-4.0	-5	75
Cc1ccc(C(=S)NCS(=O)(=O)c2ccc(C)cc2)cc1
    -5	2	7	-8	·	-50	88	-2.3	·	105
Cc1ccc2nc3c(cc(C(=O)NCC4CCCO4)c(=N)n3CCCOC(C)C)c(=O)n2c1 (stereo unspecified)
    -2	0	17	-12	-1	-19	87	-1.4	9	86
CN(C)CCOC(=O)C1(c2ccccc2)CCOCC1
    2&-15	8&-2	13&2	6&10	2&-1	-28&-1	97&92	0.6&-2.0	0	107&89
CC(O)CNc1cc(N)c([N+](=O)[O-])cc1[N+](=O)[O-] (stereo unspecified)
    -1	1	31	-6	-7	-9	80	-1.1	·	87
O=C(O)c1cnn(-c2ccccc2)c1-n1cccc1
    1	4	4	9	·	-25	88	-2.1	·	95
COC(C(=O)NCc1ccccc1C)c1ccccc1 (stereo unspecified)
    0	3	6	-11	-6	-23	90	-0.4	·	89
COC(=O)Nc1ccccc1C(=O)N1CCCCC1
    -21	1	4	13	2	-23	86	-0.7	-9	91
COc1ccc(C(=O)c2sc3nc(C)cc(-c4cccs4)c3c2N)cc1OC
    -2	2	7	10	-3	-43	82	-1.1	·	75
CC(C)OCP(=O)(c1ccccc1)c1ccccc1
    -2	0	37	-4	0	-26	95	0.0	-19	98
